EPAC2 antag = blocks human EPAC2 exchange factor | Potency, µM (series often up to 114 µM), for the others: at the top dose activity, negative = inhibition, usual class: inhibitors | EPAC2 GEF exchange of Rap1B-BODIPY-GDP, fluorescence | 0.18% of 360,000 active | AID 720708; further: on the % scale 0 is the no-effect control and ±100 the full control effect; nearly all actives have a fitted effect of over 45% in size; many of its hits are not listed in these tables
Target sequence (Q8WZA2 whole entry, looked up): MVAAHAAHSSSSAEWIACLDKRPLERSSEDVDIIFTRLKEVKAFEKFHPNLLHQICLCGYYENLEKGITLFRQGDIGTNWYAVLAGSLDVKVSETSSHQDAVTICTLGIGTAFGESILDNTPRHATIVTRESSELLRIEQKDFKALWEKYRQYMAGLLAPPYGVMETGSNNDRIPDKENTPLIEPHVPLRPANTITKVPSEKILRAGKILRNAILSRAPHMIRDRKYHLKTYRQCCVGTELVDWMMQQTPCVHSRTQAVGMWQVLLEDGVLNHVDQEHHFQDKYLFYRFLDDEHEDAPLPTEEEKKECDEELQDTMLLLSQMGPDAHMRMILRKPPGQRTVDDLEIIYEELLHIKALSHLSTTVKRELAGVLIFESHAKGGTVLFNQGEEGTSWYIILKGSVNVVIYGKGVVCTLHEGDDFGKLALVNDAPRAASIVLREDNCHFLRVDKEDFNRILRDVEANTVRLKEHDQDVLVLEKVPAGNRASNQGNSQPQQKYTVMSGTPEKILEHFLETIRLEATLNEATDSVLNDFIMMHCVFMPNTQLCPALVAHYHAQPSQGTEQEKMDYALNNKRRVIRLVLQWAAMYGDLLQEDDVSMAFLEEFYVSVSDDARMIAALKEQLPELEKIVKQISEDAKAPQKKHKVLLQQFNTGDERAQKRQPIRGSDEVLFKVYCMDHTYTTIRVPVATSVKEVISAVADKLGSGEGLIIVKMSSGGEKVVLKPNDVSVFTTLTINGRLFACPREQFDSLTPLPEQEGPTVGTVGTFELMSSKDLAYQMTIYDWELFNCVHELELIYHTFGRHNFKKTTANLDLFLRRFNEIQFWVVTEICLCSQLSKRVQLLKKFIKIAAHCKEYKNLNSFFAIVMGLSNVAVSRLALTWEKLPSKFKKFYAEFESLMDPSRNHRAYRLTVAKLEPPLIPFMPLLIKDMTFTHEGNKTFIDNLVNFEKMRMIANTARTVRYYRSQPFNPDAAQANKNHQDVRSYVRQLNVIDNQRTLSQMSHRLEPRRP
ATXN viability = cell viability loss in ATXN counter-screen; 0.49% of 400,000 active; Potency, µM (highest dose often 56.7 µM), most hits filed as cytotoxic; S2 cells (HEK-293 line with an ATXN2-luciferase reporter) viability, CellTiter-Fluor protease fluorescence, 24 h; further: nearly all actives have a fitted effect of over 40% in size
A549 viability = counter-screen for Nrf2 inhibitors: cytotoxicity in A549 cells. A549 ARE-Fluc cells, CellTiter-Fluor viability, 18-24 h. Potency, µM (series often up to 46 µM), for inactives: at the highest dose activity change, negative = cytotoxicity, actives largely listed as inhibitors. 0.16% of 390,000 active; further: on the % scale 0 is the no-effect control and ±100 the full control effect
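A549 ARE-Fluc cells in 5% FBS OPTI-MEM, 5000 cells/well, rested 2 h then exposed to compounds in concentration-response for 18-24 h at 37 °C. Viability by CellTiter-Fluor fluorescence (Ex 405/Em 525) after 30 min; luciferase luminescence (BugLite, 15 min, RT) read afterwards.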
HepG2 tox = HepG2 cytotoxicity, counter-screen for TGF-b inhibitors; HepG2 CAGA-GFP viability, ATP luminescence, 18 h; Potency, µM (doses to about 46.1 µM), inactives show at the top dose activity change, negative = cytotoxicity, usual class: cytotoxic; 0.76% of 410,000 active; AID 588856; further: some results filed as inactive show a strong effect at the top dose
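CellTiter-Glo luminescence gave cytotoxicity after 18 hours at 37 degrees C. The cells were HepG2 CAGA-GFP in 1% FBS DMEM, stimulated with 500 pg/mL TGF-beta after compound addition. %Activity was normalised to no-cell wells (complete cell-killing) and DMSO (no toxicity), and curves were fitted and classified.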
TGFb SMAD3 inh = TGF-b pathway inhibition; HepG2 CAGA-GFP TGF-b/SMAD3 reporter, GFP fluorescence, 18 h; TGF-beta stimulated, 500 pg/mL final; Potency, µM (doses to about 46.1 µM), for inactives: top-dose activity, negative = inhibition, most hits filed as inhibitors; 1.2% of 410,000 active; further: on the % scale 0 is the no-effect control and ±100 the full control effect; nearly all actives have a fitted effect of over 65% in size
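GFP signal (ex488/em500-530) from TGF-beta-stimulated HEPG2 CAGA-GFP cells, 500 pg/mL final, 18 h at 37 degrees C in DMEM plus 1% FBS, normalized to unstimulated and DMSO-stimulated controls.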
Nrf2 block = inhibitors of Nrf2 signaling. A549 ARE-Fluc reporter, luciferase luminescence, 18-24 h. Potency, µM (titrated, usually from 46 µM), for inactives: at the top dose activity change, negative = inhibition, most hits filed as inhibitors. 2.1% of 360,000 active; further: on the % scale 0 is the no-effect control and ±100 the full control effect; nearly all actives have a fitted effect of over 60% in size
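A549 ARE_Fluc cells (5000/well, 5% FBS OPTI-MEM) pre-incubated 2 h, then treated with compounds 18-24 h at 37C/5% CO2 in concentration-response. CellTiter-Fluor viability read first; BugLite luciferase luminescence after 15 min at room temperature gives Nrf2 activity.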
MCF10A rereplic = DNA re-replication induction in MCF 10a cells; MCF 10A DNA re-replication, Hoechst nuclear intensity, 48 h; Potency, µM (doses to about 46.1 µM), inactives show top-dose activity, positive = re-replication, most hits filed as activators; 2.9% of 350,000 active; AID 624296; further: % of control where 0% means no effect; nearly all actives have a fitted effect of over 50% in size
Nrf2 activator = activators of Nrf2 (ARE) signaling. AID 624171. 0.31% of 410,000 active. Potency, µM (top dose mostly 46.1 µM), for inactives: at the top dose activation, usual class: activators. AREc32 ARE-luciferase reporter (MCF7-derived line), luminescence, 24 h; further: % of control where 0% means no effect; nearly all actives have a fitted effect of over 65% in size
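ARE activation measured as luciferase luminescence (Steady-Glo, 30 min RT) in AREc32_Fluc cells after 24 hr compound exposure at 37 deg C, 5% CO2; cells seeded overnight at 1000/well in OPTI-MEM, 5% FBS.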
ATXN2 expr inh = reduces ATXN2 reporter expression in HEK-293 cells. HEK-293 ATXN2-luciferase reporter, luminescence, 24 h. Potency, µM (highest dose often 57 µM), inactives show top-dose activity change, negative = inhibition, usual class: inhibitors. 0.72% of 360,000 active. AID 1745845; further: on the % scale 0 is the no-effect control and ±100 the full control effect; nearly all actives have a fitted effect of over 55% in size
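qHTS (up to 57 uM final) was run with 24 h compound exposure of reporter cells at 37 °C. Each well was multiplexed: SteadyGlo luminescence measured ATXN2-luciferase expression after a fluorogenic Gly-Phe-AFC viability readout (25 uM final).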
* hit, by the source's call; i = inactive; ? = inconclusive; · = no result given; [ ] = dose if it differs, or a comment. The call rests on the fitted dose curve; in most records, active means well fitted curve in the direction sought with a large enough effect; inconclusive means small, poorly fitted or top-dose-only effect, or another doubt; inactive means no such curve, though single readings can be large; an effect the other way counts as inactive or inconclusive. Potency means the concentration at half of the fitted maximal effect. Some of the compounds tested (hit frequency here may not be typical).

no.	SMILES	EPAC2 antag	ATXN viability	A549 viability	HepG2 tox	TGFb SMAD3 inh	Nrf2 block	MCF10A rereplic	Nrf2 activator	ATXN2 expr inh
1	CCCN(CC(=O)Nc1ccccc1C)C(=O)c1ccc(COc2ccccc2)cc1	-7%	i	-8%	-16%	-8%	?	27%	0.5%	2%
2	Nc1nc(CSc2nnnn2-c2ccc(Cl)cc2)nc(N2CCOCC2)n1	?	i	-10%	5%	36%	1%	24%	-0.6%	-11%
3	CCN(CC)C(=O)Cn1c(SCC(=O)Nc2ccc(F)cc2)nc2ccccc21	·	i	-7%	0%	8%	·	·	3.3%	-6%
4	COc1cccc(C(CC(=O)O)NS(=O)(=O)c2ccc3c(c2)N(C(C)=O)CC(C)O3)c1 (stereo not drawn)	4%	i	3%	-6%	-10%	-13%	0%	0.1%	4%
5	Cc1ccc(-c2csc(N/N=C/c3ccco3)n2)cc1	-4%	i	-7%	-30%	-28%	25%	26%	?	38%[activator]
6	COc1cc(N/N=C(\C)c2ccc(N)cc2)nc(-c2ccccc2)n1	-27%	i	2%	-48%	?	1%	18µM*	12%	-11%
7	CCOc1cc2[nH]c(=S)n(CCN3CCC(C)CC3)c(=O)c2cc1OCC	-6%	·	-4%	-18%	-5%	5%	5%	0.5%	·
8	CC(=O)N1CCOc2ccc(S(=O)(=O)N3CCCC(C)C3)cc21 (stereo not drawn)	-5%	i	0%	-11%	2%	0%	14%	0.4%	·
9	COc1cccc(C(=O)NCCS(=O)(=O)NCc2cccnc2)c1	0%	i	4%	-15%	2%	3%	0%	1.2%	1%
10	CC(C)c1nn2c(N)c(/C=C3\C=Nc4ccccc43)c(=O)nc2s1	-2%	i	0%	0%	22%	6%	?	5.9%	26%
11	O=C(CCN1C(=O)C2C3CCC(C3)C2C1=O)OCC(=O)c1ccc(Cl)cc1 (stereo not drawn)	1%	i	0%	-11%	-7%	1%	12%	-0.6%	1%
12	Cc1cc(OCC(=O)NNC(=S)NC(=O)c2ccc(Br)o2)ccc1Cl	12%	i	-11%	5%	-30%	?	7%	0.1%	-17%
13	CC(=O)Nc1ccc(S(=O)(=O)Nc2cccc(-n3c(C)nc4ccccc4c3=O)c2)cc1	-3%	?	-8%	0%	-4%	0%	4%	0.1%	2%
14	Cc1cccc(/C(N)=N/OC(=O)c2ccc(Br)o2)c1	10%	i	0%	-28%	-1%	?	3%	9.7%	33%[activator]
15	CCC(=O)N1CCc2cc(Br)cc(S(=O)(=O)NCCCN(CC)Cc3ccccc3)c21	-9%	i	1%	-16%	-29%	?	?	2.2%	-6%
16	COc1ccccc1N1CCN(C2CCCN(C(=O)CCC(=O)N(C)C)C2)CC1 (stereo not drawn)	14%	i	-2%	7%	-3%	6%	9%	-0.4%	4%
17	CC(=O)N(C(C)=O)n1c(/C=C/c2ccc([N+](=O)[O-])cc2)nc2ccccc2c1=O	0%	i	-12%	-47%	0%	?	?	10%	-20%
18	Cc1cnc([N+](=O)[O-])n1CCOC(=O)NC(=O)c1ccccc1Cl	8%	i	-7%	12%	-4%	16%	0%	0.2%	-7%
19	COC(=O)CCCCCCCCCC[N+]1(C)CCCCC1	9%	i	5%	1%	3%	-3%	?	0.0%	1%
20	CC1(c2ccc3c(c2)OCCO3)NC(=O)N(CC(=O)c2ccc[nH]2)C1=O (stereo not drawn)	9%	i	9%	-4%	3%	22%	4%	-0.1%	0%
21	CN=C1S/C(=C\c2cc(C)n(-c3ccccc3F)c2C)C(=O)N1C	8%	i	-4%	11%	?	?	21µM*	2.7%	-1%
22	NC(c1ccccc1)c1csc(NC(=O)Nc2ccc(OC(F)(F)F)cc2)n1 (stereo not drawn)	14%	·	·	-112%	?	·	·	3.5%[9.22 µM]	-15%
23	CCOC(=O)[C@@H]1[C@H]2COc3ccccc3[C@H]2N2C(=O)N(c3ccc(Cl)cc3)C(=O)[C@]12C	7%	i	-8%	-2%	-4%	-14%	?	0.8%	-3%
24	O=C(c1ccccc1F)N1CCC2CC1c1cc(N3CCCCC3)ccc12 (stereo not drawn)	8%	i	·	-23%	-16%	·	·	3.1%	-15%
25	COc1cc(/C=C(\CC(=O)O)c2nc3ccccc3s2)ccc1OCC(=O)Nc1ccccc1F	-9%	i	-4%	-4%	-14%	-9%	?	0.6%	11%
26	CC(=O)N1CCc2cc(S(=O)(=O)NC(C(=O)NC(C)c3ccccc3)C(C)C)ccc21 (stereo not drawn)	5%	i	2%	3%	-12%	13%	0%	-0.6%	-5%
27	CCOc1ncccc1C(=O)NCCc1c[nH]c2ccccc12	-11%	i	-10%	-1%	1%	-10%	?	2.9%	-7%
28	O=C(CNC(=O)C(c1ccccc1)c1ccccc1)OCc1ccccc1	9%	i	1%	16%	-11%	-1%	1%	3.0%	-4%
29	COc1ccc(C(=O)CCC(=O)N2CCN(c3ccc(C)cc3)C(C)C2)cc1 (stereo not drawn)	-2%	i	0%	-12%	-17%	14%	25%	-0.5%	-34%
30	O=C1N[C@@H](Cc2ccccc2)C(=O)N2[C@H]1C[C@]1(Br)c3ccccc3N(S(=O)(=O)c3ccc(F)cc3)[C@H]21	-7%	i	-3%	-19%	-10%	5%	?	0.7%	7%

Continuation:
no.	SMILES	EPAC2 antag	ATXN viability	A549 viability	HepG2 tox	TGFb SMAD3 inh	Nrf2 block	MCF10A rereplic	Nrf2 activator	ATXN2 expr inh
31	CCCNC(=O)C1(C)CCN(C(=O)c2ccccc2OC(F)(F)F)C1 (stereo not drawn)	6%	i	·	2%	-6%	·	·	0.6%	7%
32	CCOC(=O)N1C(=O)[C@](CC)(c2ccccc2)N1C(=O)OCC	1%	?	-8%	-26%	?	-4%	16µM*	4.9%	-19%
33	O=C(CCC(=O)c1cccs1)NC1CCCCCC1	8%	·	0%	2%	12%	-2%	1%	0.6%	-3%
34	CCS(=O)(=O)N1CCC(C(=O)NCCC(C)C)CC1	·	·	4%	-14%	-7%	·	·	-0.2%	·
35	O=C(NCCc1nc2ccccc2[nH]1)c1ccc([N+](=O)[O-])cc1	-4%	i	10%	-50%	14%	-12%	-7%	3.3%	-10%
36	CN(C)S(=O)(=O)N1CCC(Oc2cccc(C(=O)NCCC3=CCCCC3)c2)CC1	-7%	?	-14%	-27%	?	?	3%	-0.3%	?
37	CN(C)S(=O)(=O)c1cccc(NC(=O)CSc2nncn2C)c1	7%	i	-6%	25%	40%[activator]	8%	10%	-0.3%	3%
38	Clc1cccc(CSc2ccc(-c3cccnc3)nn2)c1	-13%	i	-6%	0%	-2%	-5%	3%	0.3%	7%
39	CCCSc1ncc(Cl)c(C(=O)Nc2ccc(S(=O)(=O)N(C)c3ccccc3)cc2)n1	·	·	-8%	-12%	·	-28%	·	2.6%	·
40	CC(C)CCNC(=O)c1ccc2c(c1)N(Cc1ccccc1)C(=O)CS2=O (stereo not drawn)	-13%	i	4%	-28%	0%	-8%	-1%	-0.7%	-4%
41	COC(=O)c1ccccc1NC(=O)N1CSC[C@H]1C(=O)OC	-8%	i	1%	-1%	-1%	12%	8%	0.0%	3%
42	COc1ccc(NC(=O)N2CCN3CCCCC3C2)cc1OC (stereo not drawn)	·	·	10%	14%	4%	1%	·	0.0%	·
43	Cc1cccc(NC(=O)C2CCN(S(=O)(=O)c3c(C)c(C)cc(C)c3C)CC2)n1	-4%	?	-10%	-2%	?	?	?	0.2%	?
44	OCC1(Cc2ccccc2)CCN(Cc2cnc(-c3cccc4ccccc34)nc2)CC1	-2%	i	16%	-18%	-9%	?	?	2.2%	-2%
45	Cc1cc(-c2nn(-c3ccccc3F)cc2CN(C)CC(O)CO)c(C)s1 (stereo not drawn)	4%	i	0%	-7%	0%	0%	-5%	1.9%	·
46	COc1ccccc1CCC(=O)NCCCn1ccc2ccccc21	-7%	i	-8%	-11%	-4%	-5%	14%	1.8%	-9%
47	CC(=O)Nc1cc(C(C)C)c(O)c(C(C)C)c1	-4%	i	0%	-54%	-9%	0%	-4%	1.5%	-12%
48	Cc1nc2sc(C(c3cccs3)N3CCC4(CC3)OCCO4)c(O)n2n1 (stereo not drawn)	-1%	i	-2%	-2%	-18%	-5%	5%	-0.8%	-4%
49	Cc1cc(F)ccc1S(=O)(=O)N1CCCOC1CNC(=O)C(=O)NCCc1ccccc1 (stereo not drawn)	0%	i	7%	-19%	0%	4%	13%	-0.1%	13%
50	CCOC(=O)c1[nH]ncc1CN1CCCC(C(=O)c2ccc(C(C)(C)C)cc2)C1 (stereo not drawn)	3%	i	-1%	-62%	?	9%	-4%	3.2%	-6%
51	C/C(=N\NC(=O)COc1ccc(C(C)(C)C)cc1)c1ccc2c(c1)OCCO2	-9%	?	0%	0%	?	-7%	?	2.9%	25%

Rewritten with values under each structure: entries from further up
Second line of a record – EPAC2 antag | ATXN viability | A549 viability | HepG2 tox | TGFb SMAD3 inh | Nrf2 block | MCF10A rereplic | Nrf2 activator | ATXN2 expr inh
47) CC(=O)Nc1cc(C(C)C)c(O)c(C(C)C)c1
    -4% | i | 0% | -54% | -9% | 0% | -4% | 1.5% | -12%
48) Cc1nc2sc(C(c3cccs3)N3CCC4(CC3)OCCO4)c(O)n2n1 (stereo not drawn)
    -1% | i | -2% | -2% | -18% | -5% | 5% | -0.8% | -4%
49) Cc1cc(F)ccc1S(=O)(=O)N1CCCOC1CNC(=O)C(=O)NCCc1ccccc1 (stereo not drawn)
    0% | i | 7% | -19% | 0% | 4% | 13% | -0.1% | 13%
50) CCOC(=O)c1[nH]ncc1CN1CCCC(C(=O)c2ccc(C(C)(C)C)cc2)C1 (stereo not drawn)
    3% | i | -1% | -62% | ? | 9% | -4% | 3.2% | -6%

Assay outcomes: PubChem BioAssay, National Center for Advancing Translational Sciences (NCATS)
